ERG Ets-DNA blk = ERG Ets/DNA interaction inhibition; Potency, µM (highest dose often 76.9 µM), without a hit: at the top dose FP activity, negative = inhibition, actives largely listed as inhibitors; hit rate 0.028% among 370,000; AID 624246; fluorescence polarization, His-ERG Ets domain / labelled DNA; P11308; active means well fitted inhibition curve with a large enough effect in the polarisation, with a control signal flat; inconclusive means small, poorly fitted or top-dose-only effect, or effect the other way, or a change in a side signal; inactive means no such curve, though single readings can be large or run the other way; the % refers to the polarisation;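 further: polarization taken with two DNA probes labelled with fluorescein and Texas red; potency means the concentration at half of the fitted maximal effect; % of control where 0% means no effect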
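His-tagged ERG Ets domain (1 uM in the protein solution; 300mM KCl, 50mM Tris-HCl, 1mM EDTA, 1mM DTT, pH 7.5) received compound, then a probe mix of 5 nM fluorescein-DNA and 100nM Texas-615-DNA. Fluorescence polarization was read for both dyes.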
APEX1 inh = inhibitors of human APE1 endonuclease; P27695; recombinant APE1, TAMRA/BHQ-2 abasic DNA cleavage fluorescence; Potency, µM (top dose mostly 65.8 µM), for the others: at the highest dose activity change, negative = inhibition, most hits filed as inhibitors; hit rate 0.35% among 350,000;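 further: potency means the concentration at half of the fitted maximal effect; plate controls were vehicle for no effect and reference inhibitor for full effect; nearly all actives have a fitted effect of over 55% in size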
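Readout is kinetic fluorescence (ex 525, em 598 nm) from cleavage of 50 nM TAMRA/BHQ-2 THF abasic duplex by 0.75 nM APE1, compound added 15 min beforehand at RT.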
Apoferritin bind = candidate novel general anesthetic via apoferritin binding. P02791. apoferritin/1-aminoanthracene competitive binding, fluorescence. Potency, µM (titrated, usually from 77.5 µM), for inactives: at the highest dose activity change, negative = displacement, most hits filed as inhibitors. hit rate 0.074% among 350,000. AID 485281; further: potency means the concentration at half of the fitted maximal effect; on the % scale 0 is the no-effect control and ±100 the full control effect; nearly all actives have a fitted effect of over 20% in size
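10 uM apoferritin + 50% sat. 1-AMA, PBS; cpd 10 min RT; Ex380/Em535 endpoint; normalized to free probe vs complex; 4-param Hill fit; propofol titration as pos. ctrl.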
TRHR agonist = TRH receptor (human) agonism; hit rate 0.18% among 360,000; TRHR cells, calcium flux fluo-8, FDSS agonist mode; P34981; activation, % at 2 µM; in the data active means activation above about 30%; further: 0% is about no effect
Target sequence (P34981 whole entry, looked up): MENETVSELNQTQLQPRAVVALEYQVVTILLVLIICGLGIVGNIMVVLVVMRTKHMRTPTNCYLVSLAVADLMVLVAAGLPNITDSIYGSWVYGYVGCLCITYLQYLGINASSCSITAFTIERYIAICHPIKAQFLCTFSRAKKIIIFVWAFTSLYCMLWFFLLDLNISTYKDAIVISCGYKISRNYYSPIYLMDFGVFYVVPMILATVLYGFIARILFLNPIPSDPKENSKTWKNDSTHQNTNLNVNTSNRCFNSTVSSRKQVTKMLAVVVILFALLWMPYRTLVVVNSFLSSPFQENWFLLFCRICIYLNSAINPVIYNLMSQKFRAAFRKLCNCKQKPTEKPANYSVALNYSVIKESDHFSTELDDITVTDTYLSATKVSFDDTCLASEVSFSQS
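In this calcium-flux screen, cells bearing human TRHR are dye-loaded with fluo-8, baselined for 10 cycles, then exposed to library compounds; positive kinetic calcium responses during the agonist phase mark hits, with TRH as control.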
ALOX12 inh = blocks human arachidonate 12S-lipoxygenase; Potency, µM (highest dose often 108 µM), inactives show at the top dose activity change, negative = inhibition, most hits filed as inhibitors; hit rate 1.1% among 580,000; purified 12hLO, xylenol orange hydroperoxide absorbance; further: potency means the concentration at half of the fitted maximal effect; on the % scale 0 is the no-effect control and ±100 the full control effect
Target sequence (P18054 whole entry, looked up): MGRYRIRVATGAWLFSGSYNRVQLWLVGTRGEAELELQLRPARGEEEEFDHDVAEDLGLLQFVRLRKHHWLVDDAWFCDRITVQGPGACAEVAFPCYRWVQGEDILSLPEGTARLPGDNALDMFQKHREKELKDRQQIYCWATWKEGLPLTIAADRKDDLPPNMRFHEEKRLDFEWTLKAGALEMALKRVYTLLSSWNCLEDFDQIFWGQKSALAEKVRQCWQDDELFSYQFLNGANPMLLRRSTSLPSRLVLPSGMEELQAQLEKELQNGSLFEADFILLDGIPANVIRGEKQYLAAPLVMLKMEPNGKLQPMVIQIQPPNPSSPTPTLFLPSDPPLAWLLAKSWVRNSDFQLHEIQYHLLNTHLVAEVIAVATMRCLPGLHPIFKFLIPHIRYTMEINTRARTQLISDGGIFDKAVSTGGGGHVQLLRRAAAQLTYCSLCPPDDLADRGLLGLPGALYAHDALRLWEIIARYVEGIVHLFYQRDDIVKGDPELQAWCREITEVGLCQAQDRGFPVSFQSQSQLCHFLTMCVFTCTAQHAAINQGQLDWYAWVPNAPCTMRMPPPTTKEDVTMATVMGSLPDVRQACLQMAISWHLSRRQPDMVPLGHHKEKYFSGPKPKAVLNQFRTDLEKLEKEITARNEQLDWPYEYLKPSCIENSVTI
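Purified human 12hLO at 150 nM in 25 mM Hepes, 0.01% Triton X-100, pH 7.0, preincubated 15 min at room temperature with compound. Reaction started with 40 uM arachidonic acid, 30 min at room temperature. Hydroperoxide measured by Fe-xylenol orange, 573/405 nm absorbance ratio.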
Pol iota inh = blocks human DNA polymerase iota activity; Q9UNA4; Pol iota fluorescent replication assay, 10 min; Potency, µM (series often up to 115 µM), for the others: top-dose activity, negative = inhibition, usual class: inhibitors; hit rate 1% among 390,000; AID 588590; further: potency means the concentration at half of the fitted maximal effect
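Pol iota at 10 nM preincubated 15 min with compounds at room temperature; reaction started with fluorescent substrate, 50 nM final. Fluorescence read kinetically at 0 and 10 min; buffer-only wells as negative control.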
BLM inh = inhibitors of human Bloom syndrome helicase BLM. recombinant BLM DNA unwinding, fluorescence dequenching. Potency, µM (highest dose often 56.1 µM), for the others: top-dose activity change, negative = inhibition, most hits filed as inhibitors. hit rate 0.2% among 350,000. AID 2528;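 further: potency means the concentration at half of the fitted maximal effect; plate controls were vehicle for no effect and no enzyme for full effect; nearly all actives have a fitted effect of over 35% in size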
POLK inh = inhibitors of human DNA polymerase kappa | Q9UBT6 | purified Pol kappa, fluorescent DNA synthesis assay, 10 min | Potency, µM (titrated, usually from 107 µM), for the others: at the top dose activity, negative = inhibition, hits mostly inhibitors | hit rate 0.53% among 400,000 | AID 588579; further: potency means the concentration at half of the fitted maximal effect; on the % scale 0 is the no-effect control and ±100 the full control effect
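Here, compound and 10 nM enzyme are combined for 15 min at room temperature; adding 50 nM substrate (final) starts DNA synthesis, tracked by fluorescence at 0 and 10 min against buffer-only wells.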
Pol beta inh = inhibitors of human DNA polymerase beta; P06746; Pol beta primer extension/strand displacement, fluorescence kinetic; Potency, µM (highest dose often 114 µM), for the others: at the top dose activity change, negative = inhibition, most hits filed as inhibitors; hit rate 1.3% among 340,000; further: potency means the concentration at half of the fitted maximal effect; on the % scale 0 is the no-effect control and ±100 the full control effect
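Homogeneous kinetic assay of primer extension and strand displacement by 10 nM Pol beta, preincubated 15 min at room temperature with compound before 50 nM substrate (final) was added. Read at 0 and 10 min; four-parameter Hill fit.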
The depositor's hits bear a star; ? = inconclusive; · = no result given; & = joins results of further samples; [ ] = another dose, or the depositor's remark. Unless noted, the call rests on the fitted dose curve; in most records, active means well fitted curve in the direction sought with a large enough effect; inconclusive means small, poorly fitted or top-dose-only effect, or another doubt; inactive means no such curve, though single readings can be large; an effect the other way counts as inactive or inconclusive. Not all compounds are listed; the hit share may differ from the screen's.

SMILES	ERG Ets-DNA blk	APEX1 inh	Apoferritin bind	TRHR agonist	ALOX12 inh	Pol iota inh	BLM inh	POLK inh	Pol beta inh
Cc1cc(Cl)c(OCCCSc2nc(C)cc(=O)[nH]2)c(Br)c1	0.8%	-1.1%	-9.7%	-2.1	-2.5%	2.9%[58.9 µM]	-2.5%	-7.3%	2.3%
COc1ccc(S(=O)(=O)N2CCN(Cc3ccc(OC)c(OC)c3)CC2)cc1	0.6%	-7.1%	-10.2%	-0.7	12.7%	70.0%[activator]	-0.2%	-9.2%	27.6%
N/C(=N\OC(=O)c1cccc(F)c1)c1ccccc1	-0.1%	2.7%	-10.0%	-1.1	12.7%	12.7%	0.7%	-11.1%	-1.2%
Cc1ccc(C(=O)N2CCC(C)CC2)cc1NC(=O)c1nsc2ccccc12	8.3%	·	-13.2%	-0.7	?	-7.7%	-8.8%	-1.4%[60.1 µM]	-4.1%
COc1ccc(CCNc2cc(C)nc3c(-c4ccccc4OC)cnn23)cc1OC	-2.4%	7.1%	100.3%[activator]	-0.7	·	0.4%	-9.4%	1.5%	-7.0%
Cc1ccc(CNC(=O)c2c[nH]n3c(=O)c(Cc4ccc(F)cc4Cl)c(C)nc23)cc1	-0.3%	·	-7.6%	-1.6	1.4%	?	?	?	50.1µM*
Cn1cc(Br)c(C(=O)NNC(=O)Cc2ccc(Cl)cc2)n1	6.3%	4.4%	5.6%	0.3	-14.0%	15.6%	-1.7%	-10.3%	24.2%
O=C(NNC(=O)c1ccc([N+](=O)[O-])cc1)c1ccncc1	-12.1%	0.6%	-1.0%	0.2	4.5%	11.8%	-1.9%	-3.7%	-22.4%
Cc1cc([N+](=O)[O-])c(C)cc1-c1ccc(/C=N/NC(=O)c2cccnc2)o1	-19.0%	-1.5%	-19.3%	-0.6	1.9%	91.2%[activator]	-14.3%	-6.8%	1.2%
Fc1ccc(OCc2nnc(SCCN3CCOCC3)o2)cc1	2.0%	6.1%	-8.4%	0.8	1.8%	-1.1%	-0.3%	-21.9%	0.9%
S=C(NCCC1=CCCCC1)NCc1ccco1	-1.6%	-3.3%	?	-0.8	?	110.6%[activator]	-8.8%	-7.4%	35.7%
CN(Cc1ccco1)C(=O)c1ccc(CNS(=O)(=O)c2ccc3c(c2)C(C)(C)C(=O)N3C)cc1	14.9%	-5.8%	?	-0.6	-11.2%	?	0.9%	-4.7%	109.1%
CCOc1ccc(CCN2CN(C3CCCCC3)CNC2=S)cc1OCC	8.4%	0.4%	4.8%	-0.4	-17.6%	140.9%[activator]	-0.1%	-3.1%	30.6%
Cc1cc(C(=O)OCC(=O)Nc2ccccc2C(F)(F)F)on1	-1.9%	2.9%	·	·	-0.3%	59.4%[activator]	·	-16.3%	·
CC1CCN(c2ccc([N+](=O)[O-])cc2C(=O)N2CCOCC2)CC1	10.4%	-10.8%	-13.7%	-0.9	170.8%[activator]	-2.2%	-4.9%	-15.9%	12.9%
CCn1c(SC(C)C(=O)NCC2CCCO2)nc2ccccc21 (stereo not drawn)	·	17.5%	·	-0.5	0.0%	2.2%	·	-10.4%	·
COc1ccccc1-c1nnc(SCC(=O)O)n1-c1ccc(C)cc1	3.9%	9.0%	-9.6%	0.1	-24.0%	65.7%[activator]	-3.3%	-29.8%	0.3%
O=C(Nc1ccc(N2CCN(C(=O)c3cccs3)CC2)c(Cl)c1)c1ccco1	-7.4%	4.5%	-10.8%	-0.1	26.2%	2.4%	0.7%	-14.0%	2.5%
COc1cc(C(=O)Nc2c(C(=O)N3CCOCC3)oc3ccccc23)cc(OC)c1OC	-2.3%	6.6%	-13.2%	-0.9	16.7%	12.4%	-1.9%	9.6%	-1.2%
c1cc2c(nn1)CCc1nonc1-2	-0.3%	2.8%	-14.5%	0.3	?	1.6%	-0.5%	0.4%	-2.8%
COc1ccc(NC(=O)N(C)C[C@H]2Oc3c(NC(=O)Nc4ccccc4)cccc3C(=O)N([C@H](C)CO)C[C@@H]2C)cc1	10.8%	1.2%	·	·	-1.7%	16.7%	·	2.0%	·
CCCCC(=O)N=c1sc2cc(S(C)(=O)=O)ccc2n1C	·	-7.2%	-6.5%	-0.1	·	17.9%	-0.1%	-1.4%	-1.5%
CCOc1ccccc1NC(=O)Cc1coc2ccc(C)cc12	7.3%	-1.8%	-13.2%	-0.6	-3.6%	28.4%	-12.0%	6.3%	0.8%
COc1ccc(N(C)C(=O)c2onc3c2CCCC3)cc1	8.8%	-10.2%	-1.5%	-0.4	9.3%	5.2%	-1.4%	-1.7%	73.2%
COc1ccccc1CN1CCN(C(=O)c2ccncc2)CC1	-6.3%	-1.5%	0.7%	-0.2	?	8.4%	3.8%	1.6%	-15.1%
CCOC(=O)c1c(C)n(C)c2c(C)cc(O)c(OC(C)=O)c12	0.3%	14.7%	-3.8%	0.5	-11.0%	11.6%	-1.0%	-7.9%	-0.3%
CCOC(=O)N1CCN(S(=O)(=O)CCNC(=O)c2ccc(OC)cc2)CC1	14.3%	3.1%	·	0.0	-18.8%	12.3%	·	-9.2%	·
Cn1c(=O)c(=O)n(C)c2cc(S(=O)(=O)N3CCOCC3)ccc21	2.1%	0.1%	-4.9%	0.3	0.0%	-6.9%	0.0%	-4.3%	24.1%
CCOC(=O)c1cnc(SCC)[nH]c1=O	0.9%	?	-10.6%&-5.0%	-1.1&0.5	?	11.5%	-0.1%&-1.1%	-8.2%	23.3%&12.9%
COc1ccc(Cl)cc1C(=O)NNC(=O)CSc1nnc2ccccn12	-8.5%	?	-2.4%	-0.5	-11.1%	98.4%[activator]	3.1%	-12.9%	27.2%
COc1cccc(CNc2nc3nc(C)cc(=O)n3[nH]2)c1	-4.2%	1.0%	-0.4%	0.1	0.0%	-1.2%	-1.1%	-4.0%	10.5%
COc1ccc(S(=O)(=O)N2CCN(CC(=O)Nc3ccccc3Cl)CC2)cc1	11.1%	13.1%	-11.7%	-0.8	-23.4%	26.7%	-1.4%	1.0%	28.5%
Cc1cc(O)c2c(CN3CCN(Cc4ccccc4)CC3)cc(=O)oc2c1	6.2%	-3.7%	-13.5%	1.0	?	34.5%[activator]	-1.9%	-0.4%	44.8%
S=c1[nH]cnc2sc(Nc3ccccc3)nc12	9.1%	0.5%	-8.2%	1.3	?	-1.3%	-5.6%	12.8%	12.7%
COc1ccc(NS(=O)(=O)c2ccc3nc(COc4ccc5ccccc5c4)[nH]c3c2)cc1	-1.1%	0.5%	-2.3%	0.3	-26.7%	0.3%	-2.9%	-0.6%	-5.8%[57.1 µM]
CCOC(=O)c1sc(NC(=O)C(CC)Sc2nnc3c4ccccc4n(C(C)C)c3n2)nc1C (stereo not drawn)	-2.7%	-4.2%	-13.1%	0.7	7.8%[57.4 µM]	10.8%	-2.3%	-3.3%	8.9%
C=CCNC(=S)NN=C1CCCCCCC1	14.7%	4.9%	?	-1.5	14.1µM*	2.7%	-0.1%	3.4%	14.0%
C[C@H](O)[C@@H]1C(=O)N2CCc3ccc(N4CCN(C)CC4)cc3[C@@H]2C[C@@H]1N(C)C(=O)NC1CCCCC1	-3.4%	·	·	·	4.5%	8.1%	·	0.4%	·
Cc1ccc(-n2c(SCC(=O)Nc3ccc(N4CCOCC4)cc3)nc3ccccc3c2=O)cc1	-7.3%	-1.3%	-11.0%	-0.3	-15.7%	174.2%[activator]	-10.0%	-8.3%	26.7%
CC(C)Cn1c(N)c(C(=O)CSc2ccc3c(c2)OCCO3)c(=O)n(C)c1=O	-6.3%	-2.3%	-8.8%	0.6	-6.4%	20.6%	-4.4%	-8.9%	4.0%
CC(C)OC(=O)/C(=C/c1ccco1)c1ccccc1	1.3%	-0.5%	-17.9%	1.1	0.0%	12.0%	-9.8%	-7.3%	-17.9%
COc1cc(OC)c2c(-c3ccccc3)cc(=O)oc2c1C(CCN1CCCCC1)c1ccc2c(c1)OCO2 (stereo not drawn)	13.5%	?	-19.9%&-15.0%	0.4	?	5.4%&4.8%	49.0%&-5.0%[activator]	-18.2%&10.7%	3.8%
O=C1C=CN2CCCCC2CC1 (stereo not drawn)	-1.2%	29.7%	·	·	?	11.0%	·	-9.7%	·

Reprinted at random: 3 compounds from above
SMILES	ERG Ets-DNA blk	APEX1 inh	Apoferritin bind	TRHR agonist	ALOX12 inh	Pol iota inh	BLM inh	POLK inh	Pol beta inh
COc1cc(OC)c2c(-c3ccccc3)cc(=O)oc2c1C(CCN1CCCCC1)c1ccc2c(c1)OCO2 (stereo not drawn)	13.5%	?	-19.9%&-15.0%	0.4	?	5.4%&4.8%	49.0%&-5.0%[activator]	-18.2%&10.7%	3.8%
COc1ccc(NS(=O)(=O)c2ccc3nc(COc4ccc5ccccc5c4)[nH]c3c2)cc1	-1.1%	0.5%	-2.3%	0.3	-26.7%	0.3%	-2.9%	-0.6%	-5.8%[57.1 µM]
Cc1ccc(-n2c(SCC(=O)Nc3ccc(N4CCOCC4)cc3)nc3ccccc3c2=O)cc1	-7.3%	-1.3%	-11.0%	-0.3	-15.7%	174.2%[activator]	-10.0%	-8.3%	26.7%
